Compound activity (PubChem)
NPY1 pot ag = potentiates or activates human NPY-Y1 receptor; P25929; activation, % at 3.6 µM; NPY-Y1 expressing cells, potentiator/agonist activation; 0.37% of 220,000 active; in the data active = activation above about 33%, passing the limit was not always enough;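 note: cells stimulated with NPY at EC10 then isoproterenol at EC100; 0% = low agonist plus stimulus and 100% = saturating agonist plus stimulus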
NPY-Y2 PAM-ag = potentiates or activates human NPY-Y2 receptor | 0.45% of 220,000 active | activation, % at 3.6 µM | cells expressing NPY-Y2, potentiator/agonist read-out | AID 1359; in the data active = activation above about 27%;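 note: cells stimulated with NPY near EC25 plus isoproterenol at EC100; 0% = vehicle plus submaximal agonist and 100% = vehicle plus saturating agonist; some results beyond the cut were filed as inactive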
Target sequence (P49146 whole entry, looked up): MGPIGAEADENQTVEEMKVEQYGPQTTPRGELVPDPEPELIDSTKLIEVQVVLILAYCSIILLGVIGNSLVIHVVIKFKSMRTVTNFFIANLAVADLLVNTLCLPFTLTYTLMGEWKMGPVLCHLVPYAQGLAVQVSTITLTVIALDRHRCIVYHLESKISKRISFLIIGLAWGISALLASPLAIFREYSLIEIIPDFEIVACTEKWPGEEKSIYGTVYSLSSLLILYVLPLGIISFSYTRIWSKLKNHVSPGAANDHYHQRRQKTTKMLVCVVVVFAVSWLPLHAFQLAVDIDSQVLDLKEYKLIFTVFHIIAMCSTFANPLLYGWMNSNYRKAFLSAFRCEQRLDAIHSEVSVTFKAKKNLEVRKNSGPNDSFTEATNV
Runt-CBFb FRET = blocks binding of human RUNX1 Runt domain to CBFb. inhibition, % at 20 µM. Q01196+Q13951. 0.46% of 220,000 active. Cerulean-Runt/Venus-CBFb FRET ratio 530/480, 1 h;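 active = inhibition over about 50% at 20 µM in the single-dose screen, limit read from the data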;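 note: 0% = DMSO wells and 100% = excess unlabeled CBFb competitor control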
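Assay system: Cerulean-Runt domain / Medium: Tris 50 mM pH 7.5, KCl, K2SO4, 0.01% BSA / Timing: protein complex preformed 1 h, compound exposure 1 h, room temperature, dark / Measured by: FRET, excitation 422 nm, emission at 530 and 480 nm / Evaluation: loss of energy transfer signal / Control set: 5 µM unlabeled CBFb as full-inhibition high control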
Hck-Nef inh = blocks Nef-activated human Hck kinase; P08631; Recombinant Hck-YEEI plus Nef, Z-Lyte FRET kinase assay; inhibition, % at 20 µM; 0.68% of 220,000 active; AID 463187;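 active = Hck-Nef kinase inhibition above about 50%, limit read from the data; inactive = inhibition below that limit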;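 note: 0% = DMSO with Hck plus Nef and 100% = Hck alone without Nef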
NPY-Y1 antag = blocks the human neuropeptide Y Y1 receptor | P25929 | HEK293-CNG Y1 cells, membrane potential fluorescence; NPY at EC95, then isoproterenol | inhibition, % at 3.6 µM | 1% of 200,000 active;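 active = inhibition above the campaign mean inhibition of all tested compounds plus 3 SD, cut at about 20% in these data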;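 note: 0% = DMSO wells given NPY plus isoproterenol and 100% = isoproterenol alone without NPY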
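Material: Y1- and CNG-channel-expressing HEK293 cells / Probe or stimulus: NPY 25 nM then isoproterenol 1 µM plus Ro 20-1724 25 µM / Doses: 3.6 µM single dose, DMSO 0.4% / Schedule: compound incubation 1 h at room temperature, readout 45 min post-stimulation / Signal: membrane potential fluorescence / Benchmarks: isoproterenol-only wells as full block versus NPY-plus-isoproterenol wells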
RBBP9 inh = human RBBP9 hydrolase inhibition | O75884 | recombinant RBBP9, FP-Rh probe fluorescence polarization | inhibition, % at 7.94 µM | 0.2% of 220,000 active | AID 1515;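 active = inhibition above the campaign mean of all tested compounds plus 3 SD, cut at about 14% in these data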;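 note: plate controls were DMSO wells with RBBP9 for no effect and wells lacking RBBP9 protein for full effect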
Target sequence (O75884 whole entry, looked up): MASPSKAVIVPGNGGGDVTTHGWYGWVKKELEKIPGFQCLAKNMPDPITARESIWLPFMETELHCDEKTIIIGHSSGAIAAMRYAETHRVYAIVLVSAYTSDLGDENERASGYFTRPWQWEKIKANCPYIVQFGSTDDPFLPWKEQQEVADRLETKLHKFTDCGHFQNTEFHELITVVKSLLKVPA
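System: RBBP9 protein / Buffer or medium: Tris/NaCl buffer pH 8.0 with 0.1% Pluronic / Probe or stimulus: Serine-hydrolase probe FP-Rh, 375 nM pre-mixing / Dosing: 7.94 µM single dose, 0.794% DMSO / Times: enzyme-compound preincubation 30 min, then probe labeling 45 min, 25 °C / Technique: fluorescence polarization (mP), excitation 525 nm, emission 598 nm / Replication: singlicate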
MDM2 E3 inh = inhibitors of human Mdm2 E3 ubiquitin ligase; cell-based MDM2 ubiquitination luciferase reporter, 2 h; 0 = plate control, 100 = twice control, blank-subtracted; signal enhancement, % at 5 µM; 0.11% of 210,000 active;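 active = signal enhancement of 30% or more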;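 note: luminescence tracks abundance of the self-degrading MDM2-luciferase fusion protein; higher signal means inhibition of MDM2 E3 ligase activity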
Target sequence (Q00987 whole entry, looked up, the tested form may be a part): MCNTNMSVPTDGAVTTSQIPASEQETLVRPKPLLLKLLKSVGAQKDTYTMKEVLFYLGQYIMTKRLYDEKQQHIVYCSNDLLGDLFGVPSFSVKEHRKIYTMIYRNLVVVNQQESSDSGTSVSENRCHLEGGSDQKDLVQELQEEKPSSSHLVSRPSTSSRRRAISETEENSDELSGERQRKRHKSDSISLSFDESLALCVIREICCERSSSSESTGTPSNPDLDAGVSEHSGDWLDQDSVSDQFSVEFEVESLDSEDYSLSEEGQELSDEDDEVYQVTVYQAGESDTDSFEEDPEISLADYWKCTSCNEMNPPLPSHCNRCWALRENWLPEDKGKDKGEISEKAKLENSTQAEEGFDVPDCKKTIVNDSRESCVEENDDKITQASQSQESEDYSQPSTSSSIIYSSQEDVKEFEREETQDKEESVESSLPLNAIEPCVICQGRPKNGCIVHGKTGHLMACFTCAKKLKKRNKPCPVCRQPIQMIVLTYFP
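Buffer or medium: Cells held in DMEM | Assay system: Stable mammalian line carrying autodegrading MDM2–luciferase fusion reporter | Quantity: 2000 cells/well | Times: 4 h settle plus 2 h compound, 37 °C | Doses: One concentration, 5 µM, with 0.2% DMSO | Technique: Luminescence with SteadyLite reagent, 15 min at room temperature | Benchmarks: Plate controls and plate blanks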
Runt-SMMHC FRET = blocks binding of human RUNX1 Runt domain to CBFb-SMMHC. Q01196+Q13951. Cerulean-Runt/Venus-CBFb-SMMHC FRET ratio 530/480, 1 h. inhibition, % at 20 µM. 0.74% of 220,000 active. AID 1434;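 active = mean inhibition across duplicate retests at 20 µM reaching about 50%, limit read from the data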;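 note: 0% = DMSO wells and 100% = wells with excess untagged CBFb-SMMHC; inhibitors lower the FRET ratio by blocking Runt binding to CBFb-SMMHC; some results filed as inactive read as strong as hits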
p97 inhibitor = human p97 ATPase inhibition | P55072 | recombinant p97 ATPase, Kinase-Glo ATP luminescence, 3 h | inhibition, % at 8 µM | 0.42% of 220,000 active | AID 1481; in the data active = inhibition above about 15%;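 note: 0% = DMSO vehicle and 100% = wells lacking enzyme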
* marks the source's active call; other numbers are inactive results; / = not tested or not shown; & = joins results of further samples.

SMILES	NPY1 pot ag	NPY-Y2 PAM-ag	Runt-CBFb FRET	Hck-Nef inh	NPY-Y1 antag	RBBP9 inh	MDM2 E3 inh	Runt-SMMHC FRET	p97 inhibitor
CC1=NOC(=O)/C1=C/c1ccc2c(c1)OCO2	-2	5	9	4	1	-9	-7	14	0
Cc1ccccc1-n1c(O)cc(=O)[nH]c1=S	-3	-4	10	4	0	-1	-27	10	6
Cn1nccc1C(=O)Nc1ccccc1C(=O)O	-14	-19	-1	4	4	-4	-5	-1	0
COc1ccc(C2CC(=O)C3=C(C2)Nc2ccccc2N(C(=O)CCC(=O)O)C3c2ccc(F)cc2)cc1 (centres undefined)	21	1	-3	12	/	1	-8	-1	8
Cc1cc(=O)n2[nH]c(C(=O)O)nc2n1	10	-7	-2	1	1	-1	-19	-3	1
Nc1nnc(SCCN2C(=O)c3ccccc3S2(=O)=O)s1	18	13	0	2	-3	-4	-6	0	-2
O=C(CSc1nccc(=O)[nH]1)NC1CCCc2ccccc21 (centres undefined)	5	23	1	6	/	-7	-2	1	3
CCOC(=O)C1=C(C)N=c2s/c(=C\c3ccc(OC(C)=O)c(OCC)c3)c(=O)n2C1/C=C/c1ccccc1 (centres undefined)	-7	-6	-44	-2	1	-4	-18	-278	-2
Cc1noc(C)c1S(=O)(=O)N1CCC(C(=O)NCCc2ccc(S(N)(=O)=O)cc2)CC1	14	0	1	1	1	-1	-3	1	5
Cc1[nH]c2ccccc2c1N=Nc1cc(C(=O)O)cc(C(=O)O)c1	19	19	-1	6	5	-9	1	-4	6
COc1ccccc1N/C(N)=N/c1nc(CSc2nc3ccccc3s2)cc(=O)[nH]1	-7	-2	-2	3	1	-6	-13	-3	-3
O=C(N=C1SCC(=O)N1c1ccccc1)c1ccco1	9	-3	0	0	-3	-2	-6	1	2
CCN(CC)C(=O)C1CCCN(Cc2nc(-c3cccs3)no2)C1 (centres undefined)	-10	-11	-2	0	2	-19	-3	-2	-1
COCCNC(=S)Nc1ccc(S(=O)(=O)Nc2ncccn2)cc1	-6	12	2	4	-3	12	/	-2	5
CN1C(=O)CC(N2CCC(C(N)=O)(N3CCCCC3)CC2)C1=O (centres undefined)	2	5	-2	1	-2	5	-3	0	10
Cn1cc([C@@H]2C[C@H]3CN(Cc4cccc(Cl)c4)C(=O)[C@]34CCCN24)c(-c2ccccc2)n1	17	17	-8	5	7	-4	-5	4	5
O=[n+]1c2c(n([O-])c3ccccc31)CCC2	5	14	3	3	-4	-2	-10	3	1
C=CCn1c(C)cc(C2=NNC(=Nc3ccc(C)cc3)SC2)c1C	-14	-4	4	-9	-2	-8	-3	-4	3
O=C(COC(=O)c1ccc(Br)o1)NCc1cccs1	1	-5	50	1	2	-9	-17	-1	1
Cc1cc(C)c(C(=O)COC(=O)c2cc([N+](=O)[O-])ccc2NCCO)cc1C	1	8	-8	1	-5	-13	-15	-10	-1
CCOC(=O)CNC(=O)CSc1ccc2nnc(-c3ccc(F)cc3)n2n1	-7	-14	0	5	-4	4	-13	-3	6
O=C(O)CC(C(=O)O)N1C(=O)/C(=C/C=C/c2ccco2)SC1=S (centres undefined)	12	-4	39	71*	/	-5	-7	-2	13
O=C(N/N=C/c1ccc(O)cc1)c1ccc(COc2cc(Cl)ccc2Cl)o1	15	-1	1	5	1	-1	-1	-13	5
CC[C@@H](C)C(N)c1cn([C@@H](CCC(=O)O)C(=O)N2CCNCC2)nn1 (some centres undefined)	12	9	1	-16	2	-1	/	-5	4
Cc1[nH]c2ccccc2c1C(=O)CN1C(=O)NC(C)(c2ccc(Cl)cc2Cl)C1=O (centres undefined)	56*	28	-1	3	-1	-13	-16	0	11
O=C(O)c1ccc2c(=O)[nH]c(CCl)nc2c1	0	7	0	-13	1	4	0	1	10
CCOc1ccc(CC(=O)NNC(=S)NC)cc1	22	-7	1	1	/	-4	-18	-3	6
CCCCN(CCCC)C(=O)c1ccccc1NC(=O)CN1C(=O)c2ccccc2C1=O	-8	4	-2	-1	1	-5	-6	2	-5
O=C(CN1CCN(c2ccc(Cl)cc2)CC1)N1CCCC1	12	3	2	1	2	7	-1	1	4
CC(=O)NNC(=S)Nc1cccc(F)c1	8	9	2	2	/	-3	-7	0	5
N#Cc1c(NC(=O)CSc2ncn[nH]2)sc2c1CCCCC2	5	10	0	-8	-3	3	-15	-2	1
CCCn1nc(NC(=O)c2cccs2)c2cc3ccc(C)cc3nc21	-12	-8	25	-7	/	3	-8	51*	3
CCOC(=O)C1=C(N)OC2=C(C(=O)CCC2)C1c1ccccc1OCC (centres undefined)	-7	8	0	4	3	5	10	7	3
Cc1ccsc1CNC1C2CC3CC(C2)CC1C3 (centres undefined)	-2	13	-1	15	3	-6	2	2	2
CN(C)c1ccc(/C=N/NC(=O)c2cc(=O)[nH]c3ccccc23)cc1	8	12	1	5	/	-5	-11	-1	4
CCCSC1=C(C#N)C(c2ccccc2C)C(C(=O)OC)C(=O)N1 (centres undefined)	12	-1	0	2	-4	-4	-13	-1	2
COc1cc(/C=C2\C(=O)N(CCC#N)N=C2C)ccc1OCC(=O)Nc1ccccc1	5	1	2	4	-2	8	-11	-4	29*
CNc1ccccc1C(=O)OC	/	/	3	21	/	/	-69	-5	/
COc1ccc(Cl)cc1NC(=O)CN(C)C1CCCCC1	-40	-53	-1	-23	1	-9	-12	2	-1
CCCCCn1c(=O)[nH]c2cc(C(=O)NCCc3ccc(OC)c(OC)c3)ccc2c1=O	-7	-6	-2	-1	4	-12	-4	-1	-7
C[C@]12CCC(=O)C=C1CC[C@@H]1[C@@H]2[C@@H](O)C[C@@]2(C)[C@H]1CC[C@]2(O)C(=O)COC(=O)CCC(=O)O	-3&12	11&6	-1	0&0	-4&2	-6&-4	/	3	6&6
NC(=O)CSc1nnnn1-c1ccc(OC(F)(F)F)cc1	-11	8	-2	1	5	1	-14	0	0
CCOc1ccc(N(CC(=O)NCc2ccc(OC)cc2)S(=O)(=O)c2c(C)noc2C)cc1	1	-3	-3	1	4	-3	-14	-10	4
Cc1sc2ncnc(SCc3ccco3)c2c1C	-2	-4	34	3	6	5	-17	21	7
CCc1ccccc1NS(=O)(=O)c1ccc2[nH]cc(C(=O)NC3CCCC3)c(=O)c2c1	16	7	1	5	-4	-15	-2	0	8

Structures above with a COOH group (8):
SMILES	NPY1 pot ag	NPY-Y2 PAM-ag	Runt-CBFb FRET	Hck-Nef inh	NPY-Y1 antag	RBBP9 inh	MDM2 E3 inh	Runt-SMMHC FRET	p97 inhibitor
Cn1nccc1C(=O)Nc1ccccc1C(=O)O	-14	-19	-1	4	4	-4	-5	-1	0
COc1ccc(C2CC(=O)C3=C(C2)Nc2ccccc2N(C(=O)CCC(=O)O)C3c2ccc(F)cc2)cc1 (centres undefined)	21	1	-3	12	/	1	-8	-1	8
Cc1cc(=O)n2[nH]c(C(=O)O)nc2n1	10	-7	-2	1	1	-1	-19	-3	1
Cc1[nH]c2ccccc2c1N=Nc1cc(C(=O)O)cc(C(=O)O)c1	19	19	-1	6	5	-9	1	-4	6
O=C(O)CC(C(=O)O)N1C(=O)/C(=C/C=C/c2ccco2)SC1=S (centres undefined)	12	-4	39	71*	/	-5	-7	-2	13
CC[C@@H](C)C(N)c1cn([C@@H](CCC(=O)O)C(=O)N2CCNCC2)nn1 (some centres undefined)	12	9	1	-16	2	-1	/	-5	4
O=C(O)c1ccc2c(=O)[nH]c(CCl)nc2c1	0	7	0	-13	1	4	0	1	10
C[C@]12CCC(=O)C=C1CC[C@@H]1[C@@H]2[C@@H](O)C[C@@]2(C)[C@H]1CC[C@]2(O)C(=O)COC(=O)CCC(=O)O	-3&12	11&6	-1	0&0	-4&2	-6&-4	/	3	6&6

The main list resumes with the two entries that preceded the break.
SMILES	NPY1 pot ag	NPY-Y2 PAM-ag	Runt-CBFb FRET	Hck-Nef inh	NPY-Y1 antag	RBBP9 inh	MDM2 E3 inh	Runt-SMMHC FRET	p97 inhibitor
Cc1sc2ncnc(SCc3ccco3)c2c1C	-2	-4	34	3	6	5	-17	21	7
CCc1ccccc1NS(=O)(=O)c1ccc2[nH]cc(C(=O)NC3CCCC3)c(=O)c2c1	16	7	1	5	-4	-15	-2	0	8
Cn1c(=O)c2c(nc(N/N=C/c3ccco3)n2C)n(C)c1=O	0	-10	2	16	-1	5	-4	-1	8
CC1(C)CCCN(C(=O)c2coc(=O)c(Br)c2)C1	-5	3	1	13	6	-8	-5	-3	2
CCN(CC)C(=O)CSc1nc2ccccc2c(=O)n1CCC(=O)N1CCN(c2ccccc2)CC1	-2	-4	/	0	10	-5	-7	2	-4
CCCNS(=O)(=O)c1ccc(OCC(=O)Nc2ccc3c(c2)OCCO3)cc1	0	12	1	1	2	-8	-6	-2	0
CCOC(=O)C(CC)Sc1nc(N)c(NC(=O)c2ccc(OC)c(OC)c2)c(=O)[nH]1 (centres undefined)	2	2	-2	2	-2	-6	-6	-1	1
Cc1ccc(S(=O)(=O)Cc2cccc(C(=O)N3CCOCC3)c2)cc1	-6	-10	-2	11	-4	1	7	-6	1
CCN(CCCNC(=O)CCn1c(=O)[nH]c2ccccc2c1=O)c1ccccc1	15	22	4	4	3	2	-6	2	6
C=CCCN(C(CC(C)C)C(=O)OC)S(=O)(=O)c1ccccc1Br (centres undefined)	/	/	-2	25	/	/	-2	2	/
Cc1cc([N+](=O)[O-])ccc1-c1ccc(C2Nc3ccccc3C(=O)N2O)o1 (centres undefined)	27	3	21	0	-13	-11	4	23	7
CC(C)(C)NC(=O)NC(=O)CSc1cccc(C(F)(F)F)c1	10	6	-1	21	0	-2	1	-1	3
NC(=O)[C@@H]1CCCNc2c(I)cc([N+](=O)[O-])cc2C(=O)N[C@@H](CO)C(=O)NCC(=O)N1	-27	1	-1	-1	0	-8	/	-1	2
